Screening data deposited in PubChem BioAssay by several laboratories.
AddAB inh: growth inhibition of E. coli expressing H. pylori AddAB, primary screen, AddAB inhibitor project, absorbance. inhibition, % at 11.9 µM. hit rate 0.29% among 330,000. AID 435030, 2010; in the data active = inhibition above about 12%;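 note: 0% = vehicle wells of infected cells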
HTR5A inv ag: HTR5A inverse agonists in luminescence cell assay, primary screen, counter-screen for OPRM1-OPRD1 heterodimer inverse agonist project, full-deck HTS. AID 504634, 2011. inhibition, % at 9.3 µM. hit rate 0.083% among 340,000. 5-hydroxytryptamine receptor 5A (Homo sapiens), P47898. HTR5A cell line, inverse agonism; in the data active = inhibition mostly above about 23%, no sharp cut-off; inactive = mostly below about 18%;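 note: 0% = cells with DMSO and 100% = no-cell wells with DMSO; some compounds called inactive have numbers as strong as hits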
DAGLB inh: DAGLB lipase inhibitors, primary screen, biochemical, fluorescence, HTS | HEK293T DAGLB membrane lysate, EnzChek fluorogenic substrate | inhibition, % at 5.17 µM | hit rate 0.059% among 340,000; in the data active = inhibition above about 34%;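 note: 0% = enzyme with vehicle and 100% = wells lacking enzyme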
Target sequence (Q8NCG7 whole entry, looked up): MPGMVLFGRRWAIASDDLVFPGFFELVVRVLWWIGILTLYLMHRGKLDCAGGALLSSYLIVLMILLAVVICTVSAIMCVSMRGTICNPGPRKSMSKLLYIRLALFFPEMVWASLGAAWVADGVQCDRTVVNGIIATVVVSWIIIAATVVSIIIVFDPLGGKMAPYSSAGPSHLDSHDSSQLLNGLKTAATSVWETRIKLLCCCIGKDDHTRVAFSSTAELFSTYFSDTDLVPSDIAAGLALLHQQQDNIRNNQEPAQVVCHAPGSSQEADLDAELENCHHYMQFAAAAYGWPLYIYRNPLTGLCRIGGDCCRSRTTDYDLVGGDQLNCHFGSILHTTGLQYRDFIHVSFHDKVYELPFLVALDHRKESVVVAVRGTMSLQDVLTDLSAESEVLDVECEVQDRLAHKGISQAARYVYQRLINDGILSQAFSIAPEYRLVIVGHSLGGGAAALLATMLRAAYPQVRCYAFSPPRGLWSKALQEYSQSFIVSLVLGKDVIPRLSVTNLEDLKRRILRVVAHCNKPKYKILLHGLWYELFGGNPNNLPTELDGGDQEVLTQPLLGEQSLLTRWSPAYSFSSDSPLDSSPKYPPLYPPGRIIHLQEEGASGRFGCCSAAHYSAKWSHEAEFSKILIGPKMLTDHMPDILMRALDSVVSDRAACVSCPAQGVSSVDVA
Tat transport: E. coli Tat export inhibitors, primary screen, MC4100, TorA-mCherry reporter, fluorescence, single point. inhibition, % at 10 µM. hit rate 0.036% among 340,000;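 active = mean replicate inhibition at least 50% and at least half of replicates individually reaching 50%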;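 note: exported cargo escapes ClpAP degradation while cytoplasmic cargo is degraded and loses fluorescence; 0% = median of neutral control wells and 100% = median of NaSCN control wells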
phage Ecoli inh: growth loss of phage-infected E. coli, primary screen, RecBCD inhibitor project, absorbance, with phage, HTS; inhibition, % at 11.9 µM; hit rate 0.26% among 360,000; AID 651602, 2012; in the data active = inhibition above about 11%
PKA-R1A act: activators of PKA-R1A holoenzyme, primary screen, biochemical, fluorescence polarization, Cy5-IP20, bovine R1A, mouse PKAc | cAMP-dependent protein kinase type I-alpha regulatory subunit (Bos taurus) + … | PKA-R1A dissociation; scaled: DMSO 0%, 113 µM cGMP 100% | activation, % at 11.4 µM | hit rate 0.083% among 340,000 | AID 504707, 2011;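 active = percent activation above the mean of all tested compounds plus 3 SD, cut at about 19% in these data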;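 note: higher means more PKAc released from R1A so a rise in polarization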
PKA-R2B act: activators of PKA-R2B holoenzyme, primary screen, biochemical, fluorescence polarization, Cy5-IP20, human; cAMP-dependent protein kinase catalytic subunit beta (Homo sapiens) + cAMP-dependent …; activation, % at 11.4 µM; PKA-R2B holoenzyme dissociation; R2B truncated from residue 108, S112A mutant; 0% DMSO only, 100% 113 µM cGMP; hit rate 0.079% among 340,000;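 active = activation above a cutoff set at the mean over all compounds plus 3 SD, cut at about 18% in these data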;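 note: higher means more holoenzyme dissociation and a rise in polarization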
Target sequence (P31323 whole entry, looked up, other chains not shown, the tested form may be a part): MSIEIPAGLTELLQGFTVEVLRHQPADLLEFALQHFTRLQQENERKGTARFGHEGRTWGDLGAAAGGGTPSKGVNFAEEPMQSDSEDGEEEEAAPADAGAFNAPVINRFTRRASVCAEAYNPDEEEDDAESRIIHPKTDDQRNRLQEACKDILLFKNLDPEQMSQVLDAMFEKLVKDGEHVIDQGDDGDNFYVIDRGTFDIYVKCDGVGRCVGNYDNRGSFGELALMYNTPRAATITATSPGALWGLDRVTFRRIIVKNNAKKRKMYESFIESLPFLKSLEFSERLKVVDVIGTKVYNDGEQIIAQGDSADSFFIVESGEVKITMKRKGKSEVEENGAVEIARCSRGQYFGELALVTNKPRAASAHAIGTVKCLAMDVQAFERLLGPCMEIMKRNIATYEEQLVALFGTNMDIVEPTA
HTR5A ag ctr: HTR5A agonists in luminescence cell assay, primary screen, counter-screen for OPRM1-OPRD1 heterodimer agonist project, full-deck HTS. cell-based. hit rate 0.61% among 340,000. activation, % at 9.3 µM. 5-hydroxytryptamine receptor 5A (Homo sapiens), P47898; in the data active = activation mostly above about 9.5%, no sharp cut-off; inactive = mostly below about 7.6%;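 note: 0% = cells with vehicle only and 100% = reference agonist; strong numbers were not always called active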
Ecoli viability: E. coli V3065 growth inhibition, primary screen, counter-screen for AddAB inhibitor project, absorbance, OD600 | inhibition, % at 11.9 µM | hit rate 0.27% among 330,000 | 18 h;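 active = inhibition above the campaign's mean inhibition across all tested compounds plus 3 SD, cut at about 9.9% in these data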;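 note: uninfected addAB+ strain grown without phage in ampicillin broth; 0% = DMSO wells and 100% = ciprofloxacin 0.95 µg/ml wells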
CDK5 inh: inhibitors of human CDK5/p35 kinase, primary screen, biochemical, single concentration. Cyclin-dependent kinase 5 (Homo sapiens) + Cyclin-dependent kinase 5 activator 1 (Homo …. Recombinant CDK5/p35, ADP-Glo luminescence, 60 min. inhibition, % at 10 µM. hit rate 0.01% among 330,000;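 active = highest replicate inhibition of at least 50% and at least 75% of replicates reaching 50%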;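 note: plate controls were DMSO neutral control for no effect and GW8510 at 10 µM for full effect; many of its hits are not listed in these tables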
SUMO Mot1 rescue: yeast Mot1-301 growth rescue at high temperature, primary screen, SUMOylation pathway inhibitor project, S. cerevisiae, ATP luminescence, 38.5C. hit rate 1% among 320,000. S. cerevisiae Mot1-301 growth rescue; percent above DMSO median, 100 means doubled. AID 2716, 2010. growth rescue, % at 18.8 µM;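 active = every valid replicate shows activation above 250% relative to neutral control wells; inactive = the rest, any valid replicate at or below 250%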;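 note: OY570 slx delta 5 strain wells were the positive control but not used for scaling; some compounds called inactive have numbers as strong as hits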
An asterisk follows results filed as active; . = not tested or not shown.

Results follow in this order: AddAB inh	HTR5A inv ag	DAGLB inh	Tat transport	phage Ecoli inh	PKA-R1A act	PKA-R2B act	HTR5A ag ctr	Ecoli viability	CDK5 inh	SUMO Mot1 rescue
- COC(=O)c1cc(CNC(=O)c2ccc(S(=O)(=O)N(C)c3ccccc3)cc2)ccc1OC
    -0.9	14	-3	3	2.4	-26	-6	-1	-4.2	0.0	.
- Nc1ccc(S(=O)(=O)NCc2ccccn2)cc1
    -0.2	13	-1	0	1.7	-3	-7	-4	-0.6	-0.2	-10
- Cn1nc(C(=O)Nc2cccnc2)c2ccccc2c1=O
    -1.1	-1	1	-12	2.2	-4	-2	0	-1.5	-0.2	5
- CCn1c(COc2c(C)cccc2C)nnc1SCC(=O)N1CCN(c2ccccc2)CC1
    0.8	-22	7	-3	1.5	-6	-6	9	2.9	1.2	.
- Cc1nn(-c2ccccc2)c(C)c1NC(=O)COC(=O)c1ccccc1OC(F)F
    3.4	13	-1	-1	2.0	3	-2	2	0.6	-0.1	-6
- Cc1cc(C)nc(N2CCCC(C(=O)NCc3cccc(C(F)(F)F)c3)C2)n1 (stereo not drawn)
    -0.5	-12	-1	-10	3.1	8	-6	12*	-2.3	0.3	-1
- COc1ccc(C(=O)N/N=C(/C)c2cccc(NC(=O)c3ccncc3)c2)cc1OC
    .	-6	2	-1	2.4	2	-2	-3	.	1.8	-1
- CC(=O)NN1C(=O)c2ccccc2NC1c1ccoc1 (stereo not drawn)
    0.2	-14	0	4	3.4	-1	-9	5	-1.3	-0.8	-2
- CC1c2nc3ccccc3n2C(CC(=O)NCc2ccccn2)C(=O)N1Cc1ccccc1 (stereo not drawn)
    3.9	.	2	-1	0.9	0	1	.	-1.3	0.0	-7
- O=C(O)c1ccc(Cl)c(S(=O)(=O)NC(Cc2ccccc2)C(=O)O)c1 (stereo not drawn)
    0.7	-12	0	-4	2.6	-2	5	4	-1.9	-1.0	0
- COc1ccc2[nH]c3c(c2c1)CCn1c-3nc2ccccc2c1=O
    1.5	17	-1	-3	.	-11	13	2	-3.0	-0.6	52
- CCOC(=O)CCCNC(=O)COC(=O)/C=C/c1ccc2c(c1)OCO2
    2.4	-18	-3	-4	3.6	6	-7	9	-2.0	1.0	1
- O=C(Oc1ccc(N2C(=O)CCC2=O)cc1)c1ccccc1
    0.9	12	1	-4	2.1	1	8	1	1.5	1.5	.
- C/C(=N\NC(=O)c1ccc(Br)cc1)c1ccccc1
    -1.1	-19	-2	-5	0.7	-7	-18	8	1.4	0.7	9
- Cc1cccc(C2c3[nH]c4ccccc4c3CCN2C(=O)c2cc(CC(C)C)nc(C)n2)n1 (stereo not drawn)
    -0.7	8	-3	1	2.8	2	-8	-3	-2.4	-0.7	-12
- COc1ccc2nc(C3CCCCC3)c3c(c2c1)CCC3
    4.0	4	-4	0	1.3	-14	-13	-2	0.3	0.2	277
- Cc1cccc(NC(=O)CSCC(=O)Nc2cccc(S(=O)(=O)N3CCCCCC3)c2)c1
    1.0	26	-2	12	1.9	-10	-6	-10	0.4	0.7	-7
- CCOC(=O)c1ccc(NC(=O)CCN2C(=O)C3CC=CCC3C2=O)cc1 (stereo not drawn)
    .	-3	-1	-1	2.4	-11	3	-2	.	1.2	.
- Cc1nn(Cc2ccc(Cl)cc2)c(=O)n1N(C)c1ncc(C(F)(F)F)cc1Cl
    1.4	-2	-5	6	3.3	-4	-8	8	0.3	0.7	-5
- COc1cccc(OC)c1OCCCCN1CCCCC1
    -0.7	-3	2	-9	1.6	-12	5	1	0.2	1.2	4
- O=C1COc2ccc(S(=O)(=O)N3CCN(c4ccccc4)CC3)cc2N1
    3.9	1	4	2	4.2	1	2	7	-1.0	-1.6	-7
- CCCNC(=O)c1c(CSc2ccc(Cl)cc2)noc1C(=O)NCc1ccccc1
    1.9	-42	-13	4	2.5	4	6	5	2.6	0.7	8
- O=C(NC(=S)NC1CCSC1=O)c1ccccc1 (stereo not drawn)
    0.3	3	-4	8	3.2	4	-5	-1	1.4	0.2	-16
- Cc1cc(NC(=O)CCCN2C(=O)c3cccnc3C2=O)no1
    1.9	-19	3	-5	0.0	-4	-1	-3	-3.7	2.2	5
- N/C(=N\OC(=O)COc1ccccc1Cl)c1ccc(Cl)cc1
    5.4	14	-20	-1	1.7	-1	-10	-2	0.3	-0.9	-17
- CC(Sc1nnc(COc2ccc(Cl)cc2)n1Cc1ccccc1)C(=O)O (stereo not drawn)
    2.1	5	2	0	2.7	0	5	-2	-0.5	0.5	18
- C#CCOCCOCCOCCNc1nc(N2CCN(C(=O)CCCCCCCCCCNC(=O)[C@H](CCCCN)n3cc(CCCC(=O)O)nn3)CC2)nc(N2CCN(C(=O)CCCCCCCCCCNC(=O)[C@H](CCCCN)n3cc(CCCC(=O)O)nn3)CC2)n1
    0.0	-36	1	28	.	-6	-5	4	-2.1	-1.6	15
- CCCCn1c(N)c(N(Cc2ccccc2OC)C(=O)COc2cc(C)ccc2Cl)c(=O)[nH]c1=O
    0.5	1	11	-7	2.9	-4	-16	-1	-0.7	-0.5	-5
- CN(C(=S)NC(=O)C12CC3CC(CC(C3)C1)C2)c1ccc(O)cc1
    -1.2	-7	-1	0	-0.5	-4	-8	3	-0.3	2.4	5
- Cc1ccc2cccc(SCC(=O)NCC#N)c2n1
    -0.7	12	-2	-4	3.3	-3	-3	-5	-0.2	0.5	-15
- CCc1ccc(NC(=O)C(=O)N/N=C(\C)CC(=O)Nc2ccccn2)cc1
    3.9	1	0	3	3.1	-5	11	1	0.3	0.0	227
- Cc1ccc2c(CC(=O)Nc3c(C)n(C)n(-c4ccccc4)c3=O)coc2c1
    -1.4	-12	0	1	-1.4	2	-4	-2	-0.9	-1.3	-21
- COC(CNC(=O)c1ccc2c(c1)ncn2-c1cccc(C)c1)OC
    0.5	0	-1	-4	2.6	7	2	0	0.3	-5.6	0
- COc1cccc(/C=C/c2nc(C#N)c(NCC(C)C)o2)c1
    4.6	-46	-5	2	1.0	5	-8	12*	1.6	2.3	15
- COc1ccccc1N(CC(=O)NC(C)(C)C)C(=O)CCC(=O)Nc1ccccn1
    .	-2	-2	-10	0.8	2	-5	0	.	-5.0	49
- CCOc1ccc(C(=O)NC(=S)Nc2ccccc2N2CCC(C)CC2)cc1[N+](=O)[O-]
    0.2	4	-6	-10	-1.6	-13	-1	2	-0.1	1.7	4
- O=C(CSCc1ccc(C(=O)O)cc1)Nc1ccccc1
    1.8	-7	0	-2	4.0	-8	-1	3	-0.3	-1.3	-1
- CCOC(=O)/C(Sc1nc(-c2ccccc2)cc(-c2ccccc2)c1C#N)=C(\C)O
    -1.5	0	-9	1	2.7	-19	0	0	-0.5	0.3	0
- CCc1cccc(NC(=O)Cn2cc(C=O)c3ccccc32)c1
    -0.1	-10	-5	-1	4.0	-10	5	0	2.5	-1.1	4
- CCN(C(=O)CSc1nc2ccccc2n1C)C1CCS(=O)(=O)C1 (stereo not drawn)
    1.6	26	0	-4	-1.2	-8	-5	-10	1.4	-2.9	4
- CCOC(=O)c1nnn(-c2nonc2N)c1CNc1ccc(C)c(Br)c1
    1.4	-8	4	12	1.6	1	-2	12	-0.9	-2.8	169
- O=C(CSc1ccccn1)N/N=C/C=C/c1ccccc1
    -1.1	-2	-1	-6	4.5	-8	-5	1	-0.8	-0.2	3
- Cc1cc(C)cc(NC(=O)CCn2c(=O)c3cccn3c3ccccc32)c1
    2.2	-5	-6	11	0.3	2	-2	4	-2.9	.	10
- COc1ccc(/C=N\NC(=O)c2ccccc2[N+](=O)[O-])cc1COc1c(F)c(F)c(F)c(F)c1F
    0.2	5	0	6	-0.2	-13	-11	-2	-1.2	1.3	3
- CCC1CCCCN1CCCNC(=O)Cn1cnc2sc(C)c(S(=O)(=O)N3CCC(C)CC3)c2c1=O (stereo not drawn)
    3.8	-38	0	1	1.8	-5	-3	1	1.6	-1.9	-18
- CCCCC1CCCOC(C(=O)NCCNCCO)(C(F)(F)F)C1 (stereo not drawn)
    1.6	-22	-2	-4	2.4	15	-4	7	-0.5	-0.4	-4
- CC(=O)Nc1cccc(NC=C(C#N)C#N)c1
    -1.1	16	0	-1	3.5	-3	15	-6	0.2	-1.1	-6
- COC(=O)c1cc(NS(=O)(=O)c2ccc(N3CCOCC3)c([N+](=O)[O-])c2)cc(C(=O)OC)c1
    4.0	17	8	3	5.0	-1	9	-2	1.4	-1.5	-3
- COc1ccc(N(C(C)=O)c2nc(C)cc(C)c2C#N)c(OC)c1
    1.2	-10	-2	3	3.8	-2	4	4	1.1	0.2	-20
- c1ccc(-c2nccnc2-c2ccccc2)cc1
    -1.0	2	-4	-1	-6.0	0	8	-1	-1.6	0.4	272

Later entries
Results follow in this order: AddAB inh	HTR5A inv ag	DAGLB inh	Tat transport	phage Ecoli inh	PKA-R1A act	PKA-R2B act	HTR5A ag ctr	Ecoli viability	CDK5 inh	SUMO Mot1 rescue
- CC(=O)c1ccc(OCC(O)CN2C(C)(C)CC(O)CC2(C)C)cc1 (stereo not drawn)
    -2.4	-10	3	2	2.2	-1	1	3	0.7	0.2	1
- O=C(C[C@@H]1C/C=C/CC[C@H](Cc2ccc(F)cc2)C(=O)OCCNC1=O)N[C@H](CO)Cc1ccccc1
    2.9	-6	-6	4	4.5	-7	-6	2	1.6	-1.8	-2
- CCOc1ccc(S(=O)(=O)N2CCCCC2)cc1NC(=O)c1cccnc1OCC
    0.7	0	0	2	1.4	-6	8	0	0.4	0.6	-6
- Cc1cccc(C)c1NC(=O)/C(C#N)=C/c1ccc(-c2ccc(C(=O)O)cc2)o1
    3.0	2	2	2	1.8	-3	-4	-1	-0.9	0.0	-6
- CCOC(=S)SCC(=O)N1CCc2cc(OC)ccc2C1C1C(=O)CCCC1=O (stereo not drawn)
    -1.3	12	1	-7	4.0	-4	-4	-4	-0.1	-5.1	8
- COc1ccc(C(=O)C2C(c3ccc(-c4ccccc4[N+](=O)[O-])o3)NC(=O)NC2(O)C(F)(F)F)cc1 (stereo not drawn)
    2.6	-10	1	4	0.6	-16	-10	4	-3.5	1.3	14
- COc1ccccc1NC(=O)CSc1nnc(-c2ccco2)n1N
    -1.5	0	0	-3	-3.7	-7	0	0	-0.4	-2.5	228
